Exocytosis inh: LAMP-1 surface exposure blockers, TALL-104 cells – cell-based, flow cytometry, MLPCN library, primary screen; TALL-104 LAMP-1 surface exposure; cells stimulated with thapsigargin and PMA; inhibition, % at 10 µM; 360,000 tested, 0.66% active;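 active means inhibition above about 55%, limit read from the data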
ABCB6 inh MLPCN: ABCB6 transporter inhibitors, primary screen, K562-ABCB6 cells, flow cytometry, MLPCN library. ATP-binding cassette sub-family B member 6 (Homo sapiens), Q9NP58. K562-ABCB6 porphyrin accumulation, 1 h; active compounds read low. fluorescence ratio to DMSO, % at 10 µM. 360,000 tested, 0.19% active;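 active means fluorescence ratio to DMSO below 75%, the collection mean minus 3 SD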;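 further: signal is porphyrin accumulated inside mitochondria; 100% equals median channel fluorescence of DMSO control wells; lower ratio means ABCB6 inhibition with less porphyrin fluorescence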
ABHD5-PLIN5 inh: ABHD5-PLIN5 interaction inhibitors, primary screen, cell lysate, split luciferase complementation, luminescence. 360,000 tested, 0.78% active. AID 602281, 2012. Perilipin-5 (Homo sapiens) + 1-acylglycerol-3-phosphate O-acyltransferase ABHD5 (Homo …. Split G. princeps luciferase complementation, 4 h. inhibition, % at 4 µM;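 active means inhibition above the mean inhibition across every tested compound plus 3 SD, cut at about 22% in these data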;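 further: 0% = DMSO only wells and the 100% control is not disclosed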
Vif imaging: HIV Vif self-association inhibitors, primary screen, imaging, HEK293T, single point; HEK293T cells, Vif self-association by quenched fluorescence, 24 h; inhibition, % at 7.49 µM; 340,000 tested, 0.35% active; AID 602346, 2012; in the data active means inhibition above about 50%, passing the limit was not always enough; further: some results filed as inactive read as strong as hits
TLR9-MyD88 inh: inhibitors of TLR9-MyD88 association in cells, primary screen, cell-based, CHO, BLA complementation, fluorescence; Toll-like receptor 9 (Homo sapiens) + Myeloid differentiation primary response protein …; CCF4 FRET ratio; inhibition, % at 4.98 µM; 340,000 tested, 0.21% active;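 active means inhibition above the mean over all tested compounds plus 3 SD, cut at about 21% in these data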;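 further: 0% = DMSO only wells and 100% = clavulanate BLA inhibitor control wells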
MC4R antagonist: MC4R antagonists of cAMP signaling, primary screen, cell-based, TR-FRET, antagonist arm of biased-ligand search | inhibition, % at 6.5 µM | MC4R-expressing cells, MTII-stimulated cAMP, LANCE TR-FRET | 360,000 tested, 0.48% active | Melanocortin receptor 4 (Homo sapiens), P32245;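 active means inhibition above its plate's cutoff, the mean of tested wells on that plate plus 3 SD, cut at about 29% in these data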;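 further: 0% = Melanotan II alone and 100% = Melanotan II plus saturating MCL0020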
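Test system: U2OS cells stably expressing human melanocortin 4 receptor (MC4R); also added: Melanotan II challenge; compound: 6.5 µM single dose; timing: 30-min compound preincubation, 1-h Melanotan II challenge, 1-h detection, room temperature; signal: Eu-cAMP/anti-cAMP TR-FRET, emission 671 nm; repeats: one well per compound, no replicates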
NOD2 RIPK2 PPI: NOD2-RIPK2 binding disruptors in cells, primary screen, fluorescence, CHO cells, BLA complementation. CCF4 ratio. Receptor-interacting serine/threonine-protein kinase 2 (Homo sapiens), O43353. 360,000 tested, 0.38% active. inhibition, % at 4.98 µM; in the data active means inhibition above about 21%;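 further: 0% = vehicle only and 100% = reference blocker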
MC4R barr agon: MC4R agonists recruiting beta-arrestin, primary screen, cell-based, luminescence, agonist arm of biased-ligand search | AID 540308, 2011 | activation, % at 8.9 µM | 360,000 tested, 0.98% active | U2OS MC4R beta-arrestin complementation; percent of melanotan II response, DMSO zero;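 active means activation above a per-plate cutoff, the mean activation of sample wells on that plate plus 3 SD, cut at about 8% in these data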
N-glyco inh: increase of ERlucT glycosylation luciferase signal, primary screen, N-linked glycosylation inhibitor project, D54 ERlucT cells, luminescence, set 2; AID 588692, 2011; 360,000 tested, 0.23% active; reporter increase, % at 12.5 µM; D54 ERlucT glycosylation luciferase reporter, 24 h; percent of 100 nM tunicamycin response;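 active means mean luciferase reporter signal, scaled so untreated is 0 and the glycosylation-blocking control 100, at or above a set limit in every replicate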;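 further: luciferase carries N-glycosylation sites so blocking glycosylation raises the light; 0% = median of neutral control wells and 100% = median of 100 nM tunicamycin wells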
aDG glyco act: activators of alpha-DG glycosylation, primary screen, uHTS, Pro5-aDG cells, AlphaScreen | 360,000 tested, 0.22% active | AID 624168, 2012 | activation, % at 10 µM | alpha-DG glycosylation AlphaScreen (IIH6); 0% Pro5, 100% B10-LARGE cell signal;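 active means activation of at least 8% versus controls, or a plate z-score of at least 8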;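 further: Pro5 are CHO cells carrying HIG-tagged alpha-DG that lacks glycosylation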
Active calls of the source: *; / = not tested or not shown.

Structure,Exocytosis inh,ABCB6 inh MLPCN,ABHD5-PLIN5 inh,Vif imaging,TLR9-MyD88 inh,MC4R antagonist,NOD2 RIPK2 PPI,MC4R barr agon,N-glyco inh,aDG glyco act
NC(=S)NN=Cc1nccc2ccccc12,21,94,-21,13,-4,-11,-12,-0.3,-9,2.5
Cc1ccc2c(C(=O)CN3CCCCC3)c(C)[nH]c2c1,-9,97,-1,19,-3,-2,1,-1.4,-1,-0.1
O=C([C@@H]1CCCN1C(=O)c1cccs1)N1CCN(S(=O)(=O)c2cccc(F)c2)CC1,7,98,9,3,2,5,8,-0.5,1,-0.1
CN(/N=C/C=C/c1ccccc1)C1=NS(=O)(=O)c2ccccc21,-2,98,8,4,4,2,-7,-0.6,1,-0.1
COc1ccccc1NC(=O)Cc1c(F)cccc1Cl,-3,107,-3,-1,-8,5,-12,0.5,0,-0.2
CCn1cc(Cl)c(C(=O)Nc2nc3ccccc3n2CCN2CCCCC2)n1,2,101,-1,/,2,0,-2,-1.3,1,0.0
CC(=O)CCc1c(C)nc2ccc(C(=O)O)cc2c1Cl,2,97,10,0,1,-14,-3,0.7,3,0.1
Cn1ncc(Br)c1C(=O)NC1CCCCCCC1,2,101,2,-8,4,6,-8,1.1,-1,-0.2
Cc1csc(NC(=O)c2cc(=O)[nH]c3ccc(S(=O)(=O)N4CCOCC4)cc23)n1,-4,97,-1,-3,3,0,-1,-1.5,0,0.3
O=C(Cc1ccccc1)N/N=C/c1ccc([N+](=O)[O-])s1,-1,118,-2,0,4,1,9,-2.2,0,2.7
CCOC(=O)c1c(NC(=O)CN2C(=O)NC3(CCCCCC3)C2=O)sc(C)c1-c1ccc(C)cc1,2,97,-7,-4,-15,9,-2,3.1,5,1.2
O=C(NNc1ccccc1F)C1CCC1,-3,99,5,2,4,2,2,0.9,1,-0.1
O=C(O)COc1c(Cl)cc(/C=C2\NC(=O)NC2=O)cc1Br,-1,95,-3,3,-9,-12,7,-0.9,3,0.1
Cc1ccc(NC(=O)CSc2ncccn2)cc1F,-2,89,5,2,-4,-7,13,-3.9,3,-0.1
CC(C)[C@H](NC(=O)[C@H](Cc1ccccc1)n1c(=O)[nH]c2ccccc2c1=O)C(=O)N[C@@H](Cc1ccccc1)C(=O)O,3,98,7,-6,3,13,5,-0.8,2,0.3
CC1CC(C)CN(C(=O)C(NS(=O)(=O)c2ccc3c(c2)oc(=O)n3C)C(C)C)C1 (stereo not given),0,107,-14,7,-2,1,-3,-0.8,4,0.0
Cc1ccc(-c2nc(CN(C)C3CCOC3)c(C)o2)s1 (stereo not given),0,91,-6,-1,-5,-2,5,-5.2,1,0.1
COCc1c(C(=O)N(C)Cc2ccccc2N2CCCC2)oc2ccccc12,22,93,-4,-6,3,2,-4,-2.7,-2,-0.3
CC1(C)C(C(N)=O)C(=O)NC(=O)C1C(N)=O (stereo not given),-1,98,-2,-3,10,0,0,-0.3,-1,-0.1
O=C(COc1cccc(Cl)c1)Nc1ccc(N2CCOCC2)cc1,1,100,5,13,4,15,0,-1.9,2,0.1
Cc1ccc(OCC(=O)N/N=C2/SCC(=O)N2Cc2ccccc2)cc1,-7,97,6,0,5,-3,-14,-0.4,0,-0.1
Cc1ccc(C2C(=O)N(C3CCC(C)CC3)CC(=O)N2C2CC2)cc1 (stereo not given),3,101,-1,-1,-1,9,0,-0.5,0,0.0
COc1ccc(CC(=O)c2c(O)cc(O)cc2O)cc1OC,4,99,4,-5,0,5,-3,-1.8,2,-0.3
Cc1ccc(NC(=O)c2nc[nH]c2C(=O)N[C@@H](C)c2ccccc2)cc1,1,93,-19,-2,2,6,-7,-2.7,2,0.4
COc1cccc(C(=O)NCC2CCCN(C(=O)Cc3cccc(C)c3)C2)c1OC (stereo not given),15,101,-12,/,-5,22,-3,0.8,1,0.4
CCOC(=O)N1CCN(C(=O)CNC(=O)c2ccc(Cl)cc2)CC1,1,97,-3,/,-6,1,-9,-2.4,3,0.1
CC(=O)Nc1cccc(-c2csc(Nc3cc(C)ccn3)n2)c1,-2,96,4,-10,4,-6,-5,-2.3,-2,-0.2
Cc1cc(-n2c(=S)sc3c(=O)n(-c4ccc(F)cc4)c(SCC(=O)O)nc32)ccc1Cl,12,96,4,-21,-2,7,2,0.5,1,0.0
Cc1nc2cc(NC(=O)Nc3cccc([N+](=O)[O-])c3)ccc2n1C,2,99,0,12,4,-6,-4,0.6,-11,0.1
COc1ccc(/C=N/NC(=O)CNc2n[nH]c(=O)[nH]c2=O)cc1OC,5,99,-4,3,-5,1,-4,-2.9,1,-0.4
CC(=O)Nc1ccc(OCC(O)Cn2c(CO)nc3ccccc32)cc1 (stereo not given),-3,99,4,-4,-1,32*,-4,-0.3,-1,-0.1
O=C(c1ccco1)N1N=C(c2ccc3nccnc3c2)CC1c1ccccc1 (stereo not given),4,101,4,-4,-4,-1,8,-3.0,1,0.3
CC(=O)/C(=C\N(C)C)Sc1ccc(C)cc1,-3,97,-7,-11,/,0,-3,-0.9,1,0.0
c1csc(-c2ccc3ccccc3n2)c1,-1,93,-6,2,1,-5,-7,-1.0,2,0.1
CCN1CCCC1CNC(=O)C(=O)NC(C)c1ccccc1 (stereo not given),6,99,0,13,2,-1,5,-0.9,0,0.2
CC(=O)NCCn1c(SCC(=O)OCc2ccccc2)nc2ccccc2c1=O,5,94,2,-13,3,12,-12,-1.6,-1,0.0
CCN(CC)CCN(C(=O)c1ccc2c(c1)CCCC2)c1nc2ccc(F)cc2s1,0,96,0,-2,4,12,7,1.7,-6,-0.1
Cc1ccc(S(=O)(=O)NCC(c2cccnc2)N(C)C)cc1 (stereo not given),9,89,-7,3,-9,-2,-4,-0.2,2,-0.3
CCOC(=O)C(NC(=O)CC)(Nc1cc(C)on1)C(F)(F)F (stereo not given),-2,102,3,0,-21,10,-7,1.2,3,0.1
CCCCCCCCNc1nc(Cl)nc(NCCN2CCOCC2)n1,9,100,4,-7,8,4,-4,-2.8,2,0.3

Ordered by value in MC4R barr agon (descending): some entries from above
Structure | Exocytosis inh | ABCB6 inh MLPCN | ABHD5-PLIN5 inh | Vif imaging | TLR9-MyD88 inh | MC4R antagonist | NOD2 RIPK2 PPI | MC4R barr agon | N-glyco inh | aDG glyco act
CCOC(=O)C(NC(=O)CC)(Nc1cc(C)on1)C(F)(F)F (stereo not given) | -2 | 102 | 3 | 0 | -21 | 10 | -7 | 1.2 | 3 | 0.1
CC(=O)/C(=C\N(C)C)Sc1ccc(C)cc1 | -3 | 97 | -7 | -11 | / | 0 | -3 | -0.9 | 1 | 0.0
CCCCCCCCNc1nc(Cl)nc(NCCN2CCOCC2)n1 | 9 | 100 | 4 | -7 | 8 | 4 | -4 | -2.8 | 2 | 0.3

More records follow.
Structure,Exocytosis inh,ABCB6 inh MLPCN,ABHD5-PLIN5 inh,Vif imaging,TLR9-MyD88 inh,MC4R antagonist,NOD2 RIPK2 PPI,MC4R barr agon,N-glyco inh,aDG glyco act
O=C(O)CCN1C(=O)C2C3c4ccccc4C(c4ccccc43)C2C1=O (stereo not given),-4,98,-6,-1,2,15,-3,-1.9,2,-0.1
COCCC(=O)NNS(=O)(=O)c1ccc(Cl)cc1,-4,98,-4,-3,3,0,1,-1.9,3,0.1
S=C(Nc1ccccc1)N1N=CCC1c1ccccc1 (stereo not given),8,98,-1,7,4,-1,-8,-0.1,2,-0.1
Clc1cc(-c2ccc(/C=N/n3cnnc3)o2)ccc1Br,-1,102,-5,7,-1,10,0,0.4,-1,0.4
O=C(O)c1ccc(Nc2ccc(Cl)c(Cl)c2)c([N+](=O)[O-])c1,20,95,-10,/,-5,-3,3,-1.3,-1,0.1
Cc1ccc(NC(=S)Nc2c(C)n(C)n(-c3ccccc3)c2=O)cc1,-6,99,0,-2,-1,18,-7,-0.3,1,0.2
CCC1CCCCN1C(=O)CSc1nnc(CNC(=O)COc2ccc(Cl)cc2)o1 (stereo not given),3,88,-3,-6,-1,-6,-4,-0.9,0,-0.2
Cc1cc2[nH]c(=O)c(=O)[nH]c2cc1S(=O)(=O)Nc1cccc(C)c1C,-1,99,5,-9,0,1,6,-2.6,7,0.0
O=C(CCCCCn1c(=O)[nH]c2ccsc2c1=O)NCc1ccc(F)cc1,0,102,1,-6,-1,6,-6,0.3,0,0.1
Cc1nc(C(=O)Nc2ccc(Cl)cc2)sc1C1(C)CC(c2cccc([N+](=O)[O-])c2)=NO1 (stereo not given),40,98,-12,/,-6,9,2,0.2,-5,0.8
O=C(CSc1nnc(-c2ccccc2)c(-c2ccccc2)n1)N1CCOCC1,10,102,-2,8,-11,7,-3,2.4,-2,0.1
CC(C)(C)NC(=O)Cn1c(SCC(=O)NC2CC2)nc2ccccc21,-6,99,-1,10,3,1,0,0.1,2,0.0
COc1ccc(C(CNC(=O)c2cc(F)c(F)c(F)c2F)N2CCOCC2)cc1 (stereo not given),-1,95,0,-3,-9,31*,-7,-1.9,2,1.7

Compound activity from PubChem.

These rows are one share of the data. The share of hits here may be higher or lower than overall.
